NLRP3 yeast inh – NALP3 inflammasome inhibitors in reconstituted yeast, primary screen, luminescence, uHTS | inhibition, % at 10 µM | Yeast reconstituted NLRP3/ASC/caspase-1, beta-gal luminescence, 24 h | hit rate 0.39% among 330,000 | AID 2825, 2010;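 active = inhibition of 50% or more; inactive = inhibition below 50%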;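 note: plate controls were induced DMSO wells for no effect and uninduced yeast grown without galactose for full effect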
tim10-1 inh – growth inhibitors of tim10-1 mutant yeast, primary screen, luminescence, uHTS. hit rate 2.2% among 330,000. S. cerevisiae tim10-1 ts strain growth, BacTiter-Glo, 24 h. inhibition, % at 20 µM. AID 463190, 2010;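 active = inhibition of at least 40%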;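 note: mutant grown at 25 °C; 0% = DMSO wells with yeast and 100% = wells holding no yeast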
UPR CHOP act – activators of apoptotic CHOP UPR arm, primary screen, cell-based, CHO-CHOP luciferase reporter, luminescence, uHTS | activation, % at 10 µM | AID 449763, 2010 | hit rate 0.34% among 330,000 | UPR activation; percent of tunicamycin response over DMSO baseline;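 active = at 10 µM dose, activation of 40% or more, normalized to positive control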;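 note: 100% = tunicamycin at 10 µg/mL and 0% = DMSO alone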
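System: CHO-CHOP luciferase reporter cell line | Buffer or medium: F12 medium containing 10% fetal bovine serum | Doses: One dose, 10 µM in 0.5% DMSO | Times: 6 h compound exposure at 37 °C after overnight seeding | Signal: Luciferase luminescence | Read-out: % activation vs tunicamycin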
APJ ag – agonists of human apelin receptor APJ, primary screen, CHO-K1 cells, PathHunter beta-arrestin, luminescence. P35414. 0% DMSO wells, 100% apelin. AID 2520, 2010. activation, % at 20 µM. hit rate 0.11% among 330,000;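 active = activation more than six SD over the plate average, tested at 20 µM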;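 note: 0% = DMSO alone and 100% = apelin-13 at 10 nM; some results filed as inactive read as strong as hits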
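Assay system: CHO-K1 cells stably expressing ProLink-tagged human APJ and arrestin–beta-gal acceptor. Compound dosing: 20 µM single point, 1% DMSO. Times: 16-18 h seeding, 90 min dark compound exposure, 60 min detection. Detection: beta-gal luminescence. Evaluation: APJ–arrestin association signal. Controls: negative DMSO alone, positive Apelin-13 at 10 nM.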
NR3A LBD binder – binders of NR3A ligand-binding domain, primary screen, biophysical, differential scanning fluorimetry, uHTS | NR3A LBD differential scanning fluorimetry, Tm shift; 0% = protein alone, 100% = glycine-bound protein | Tm shift relative to glycine control, % at 25 µM | hit rate 2.5% among 340,000 | AID 1259313, 2017;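 active = melting temperature shift of at least 10% of the positive control shift, at one fixed dose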
TIM10 inh – growth inhibitors of isogenic TIM10 control yeast, primary screen, counter-screen for tim10-1 yeast inhibitor project, luminescence, uHTS; S. cerevisiae TIM10 strain growth, BacTiter-Glo luminescence, 24 h; AID 463195, 2010; inhibition, % at 10 µM; hit rate 1.4% among 330,000;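 active = inhibition of 40% or more at the single tested concentration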;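 note: wild-type TIM10 isogenic control strain grown at permissive 25 °C; 0% = DMSO yeast wells and 100% = minimal medium wells without yeast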
UPR XBP1 act – activators of adaptive XBP1 UPR arm, primary screen, cell-based, CHO-XBP1 luciferase reporter, luminescence, uHTS; hit rate 0.33% among 330,000; IRE1-XBP1 UPR activation; percent of tunicamycin response, DMSO as zero; activation, % at 20 µM; AID 463104, 2010;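 active = versus positive control, 20 µM dose yields 30% or more activation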;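 note: 100% = tunicamycin at 10 µg/mL and 0% = DMSO only wells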
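Material: CHO-XBP1 cells stably carrying IRE1-XBP1-driven luciferase reporter | Medium: F12 with 10% serum | Compound dosing: 20 µM single concentration, DMSO 1% | Incubation: Overnight seeding at 37 °C, 6 h compound treatment at 37 °C | Detection: Steady-Glo luminescence read | Read-out basis: % activation of reporter signal versus tunicamycin and DMSO controls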
Mdm2 MdmX PPI – inhibitors of human Mdm2-MdmX association, primary screen, cell-based, luminescence, split luciferase, SaOS-2, uHTS. Protein Mdm4 (Homo sapiens) + E3 ubiquitin-protein ligase Mdm2 (Homo sapiens), …. SaOS-2 split-luciferase Mdm2/MdmX complementation. inhibition, % at 8 µM. hit rate 3% among 330,000;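 active = inhibition of at least 50% at 8 µM in the primary screen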
Target sequence (O15151 whole entry, looked up): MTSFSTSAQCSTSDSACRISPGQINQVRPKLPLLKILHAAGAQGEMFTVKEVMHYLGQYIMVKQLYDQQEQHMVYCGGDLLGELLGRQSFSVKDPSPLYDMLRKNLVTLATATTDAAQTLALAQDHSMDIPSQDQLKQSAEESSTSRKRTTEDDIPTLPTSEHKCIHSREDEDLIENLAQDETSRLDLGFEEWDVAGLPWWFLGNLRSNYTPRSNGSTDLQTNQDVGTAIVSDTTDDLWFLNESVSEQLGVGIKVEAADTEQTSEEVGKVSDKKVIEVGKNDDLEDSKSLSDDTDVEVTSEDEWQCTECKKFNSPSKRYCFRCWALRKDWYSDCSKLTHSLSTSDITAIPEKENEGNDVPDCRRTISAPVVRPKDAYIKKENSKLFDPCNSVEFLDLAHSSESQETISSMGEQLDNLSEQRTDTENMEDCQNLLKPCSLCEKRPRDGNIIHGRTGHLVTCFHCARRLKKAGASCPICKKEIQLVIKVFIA
Target sequence (Q00987 whole entry, looked up): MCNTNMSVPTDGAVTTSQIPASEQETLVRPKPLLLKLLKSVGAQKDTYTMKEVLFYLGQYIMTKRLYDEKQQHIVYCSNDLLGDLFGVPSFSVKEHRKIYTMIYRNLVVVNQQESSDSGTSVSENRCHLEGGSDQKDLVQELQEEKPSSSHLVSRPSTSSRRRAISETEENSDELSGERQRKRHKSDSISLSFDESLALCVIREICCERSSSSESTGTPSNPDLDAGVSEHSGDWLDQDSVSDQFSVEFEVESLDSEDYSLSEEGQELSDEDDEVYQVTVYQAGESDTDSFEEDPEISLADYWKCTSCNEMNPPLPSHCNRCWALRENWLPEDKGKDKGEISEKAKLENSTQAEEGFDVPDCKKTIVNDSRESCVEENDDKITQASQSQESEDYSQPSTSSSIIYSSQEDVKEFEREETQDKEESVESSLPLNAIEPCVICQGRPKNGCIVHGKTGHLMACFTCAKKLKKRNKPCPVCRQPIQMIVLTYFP
tim23-1 inh – growth inhibitors of tim23-1 mutant yeast, primary screen, luminescence, uHTS; inhibition, % at 20 µM; AID 463212, 2010; hit rate 1.3% among 330,000; S. cerevisiae tim23-1 growth, BacTiter-Glo luminescence, 24 h;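 active = growth inhibition of the mutant yeast at or above 50%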;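 note: temperature-sensitive mutant grown at 25 °C; plate controls were DMSO-treated mutant yeast for no effect and medium wells lacking yeast for full effect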
* marks the source's active call; other numbers are inactive results.

How did CCn1cc(C(=O)NCc2ccco2)c(=O)c2cc(S(=O)(=O)N3CCCCCC3)ccc21 do in these assays?
NLRP3 yeast inh: -3; tim10-1 inh: 11; UPR CHOP act: 1.8; APJ ag: -5; NR3A LBD binder: -6; TIM10 inh: 3; UPR XBP1 act: 0; Mdm2 MdmX PPI: 41; tim23-1 inh: 2

How did O=C(COc1ccc([N+](=O)[O-])cc1)Nc1cccnc1 do in these assays?
NLRP3 yeast inh: -3; tim10-1 inh: 10; UPR CHOP act: 0.5; APJ ag: 0; NR3A LBD binder: 0; TIM10 inh: -14; UPR XBP1 act: -2; Mdm2 MdmX PPI: 2; tim23-1 inh: -2

Results for COc1ccc(/C=N\NC(=O)COc2ccccc2Cl)cc1Cn1nc(C)cc1C ?
NLRP3 yeast inh: 16; tim10-1 inh: 14; UPR CHOP act: 1.8; APJ ag: 3; NR3A LBD binder: 1; TIM10 inh: 1; UPR XBP1 act: 4; Mdm2 MdmX PPI: 2; tim23-1 inh: -5

How did CCN1C(=O)[C@H]2[C@@H](c3ccc(-c4ccc(OC)cc4)cc3)N3CCCC[C@@]3(C(=O)OC)[C@H]2C1=O do in these assays?
NLRP3 yeast inh: 5; tim10-1 inh: 10; UPR CHOP act: 2.4; APJ ag: 0; NR3A LBD binder: 5; TIM10 inh: 23; UPR XBP1 act: 0; Mdm2 MdmX PPI: 47; tim23-1 inh: 20

Results for CC(C)C(C(=O)Nc1ncn[nH]1)N1C(=O)c2ccccc2C1=O (stereo unspecified) ?
NLRP3 yeast inh: 1; tim10-1 inh: -14; UPR CHOP act: -1.5; APJ ag: -2; NR3A LBD binder: -3; TIM10 inh: 0; UPR XBP1 act: -2; Mdm2 MdmX PPI: 11; tim23-1 inh: 4

Results for Cc1nc2sc(C(c3ccccc3)N3CCN(C)CC3)c(O)n2n1 (stereo unspecified) ?
NLRP3 yeast inh: 4; tim10-1 inh: -2; UPR CHOP act: 0.5; APJ ag: 1; NR3A LBD binder: -2; TIM10 inh: -6; UPR XBP1 act: -1; Mdm2 MdmX PPI: -8; tim23-1 inh: 6

What do the screens show for `Cn1c(-c2ccc(-c3ccccc3)cc2)c[nH]c1=S`?
NLRP3 yeast inh: 45; tim10-1 inh: -37; UPR CHOP act: 3.5; APJ ag: -5; NR3A LBD binder: -1; TIM10 inh: -10; UPR XBP1 act: 6; Mdm2 MdmX PPI: -32; tim23-1 inh: -15

What do the screens show for `Cc1noc(C)c1CSCC(=O)Oc1ccc(N(C)S(=O)(=O)c2ccccc2)cc1`?
NLRP3 yeast inh: 8; tim10-1 inh: 17; UPR CHOP act: -0.7; APJ ag: -6; NR3A LBD binder: -1; TIM10 inh: -7; UPR XBP1 act: 3; Mdm2 MdmX PPI: 27; tim23-1 inh: 20

What do the screens show for `Cc1ccc(S(=O)(=O)NCCc2ccc(S(N)(=O)=O)cc2)cc1`?
NLRP3 yeast inh: 1; tim10-1 inh: -3; UPR CHOP act: -1.0; APJ ag: 0; NR3A LBD binder: 4; TIM10 inh: 5; UPR XBP1 act: 1; Mdm2 MdmX PPI: 6; tim23-1 inh: 14

What do the screens show for `Cc1nc(-c2cc(-c3nc(-c4cc(C(F)(F)F)cc(C(F)(F)F)c4)no3)no2)cs1`?
NLRP3 yeast inh: 15; tim10-1 inh: -14; UPR CHOP act: -0.5; APJ ag: -3; NR3A LBD binder: 1; TIM10 inh: 7; UPR XBP1 act: 0; Mdm2 MdmX PPI: 23; tim23-1 inh: -10

Results for Cc1ccnc(NC(=O)CCC(=O)c2cc(C)sc2C)c1 ?
NLRP3 yeast inh: 22; tim10-1 inh: 16; UPR CHOP act: 0.6; APJ ag: -5; NR3A LBD binder: 2; TIM10 inh: 7; UPR XBP1 act: 2; Mdm2 MdmX PPI: 1; tim23-1 inh: 19

What do the screens show for `CCOC(=O)C1=C(C)N(c2ccccc2)C(=O)C1CC(=O)O` (stereo unspecified)?
NLRP3 yeast inh: 11; tim10-1 inh: 24; UPR CHOP act: -1.3; APJ ag: -2; NR3A LBD binder: 3; TIM10 inh: 24; UPR XBP1 act: -4; Mdm2 MdmX PPI: 21; tim23-1 inh: 32

What do the screens show for `N#Cc1ccc(C(=O)N2CCN(c3ncccn3)CC2)cc1`?
NLRP3 yeast inh: 17; tim10-1 inh: -1; UPR CHOP act: -1.3; APJ ag: -2; NR3A LBD binder: -1; TIM10 inh: -8; UPR XBP1 act: -3; Mdm2 MdmX PPI: 6; tim23-1 inh: 2

What do the screens show for `CC(c1ccc2c(c1)OCO2)n1c(=S)[nH]c2ccccc2c1=O` (stereo unspecified)?
NLRP3 yeast inh: 5; tim10-1 inh: 20; UPR CHOP act: 0.3; APJ ag: -4; NR3A LBD binder: -6; TIM10 inh: 16; UPR XBP1 act: 0; Mdm2 MdmX PPI: 35; tim23-1 inh: 21

What do the screens show for `CCc1ccccc1N(CC(=O)N1CCN(c2ccccc2F)CC1)S(C)(=O)=O`?
NLRP3 yeast inh: 1; tim10-1 inh: 29; UPR CHOP act: -1.6; APJ ag: 9; NR3A LBD binder: 2; TIM10 inh: 6; UPR XBP1 act: 0; Mdm2 MdmX PPI: -2; tim23-1 inh: 30

What do the screens show for `CCOc1ccc(OCCn2nnc3ccccc3c2=O)cc1`?
NLRP3 yeast inh: 43; tim10-1 inh: -13; UPR CHOP act: 2.6; APJ ag: 2; NR3A LBD binder: -3; TIM10 inh: -2; UPR XBP1 act: 0; Mdm2 MdmX PPI: -128; tim23-1 inh: 13

What do the screens show for `COc1cccc(-c2ccc(SCC(=O)c3ccccc3)nn2)c1`?
NLRP3 yeast inh: -59; tim10-1 inh: 23; UPR CHOP act: 2.7; APJ ag: 0; NR3A LBD binder: 3; TIM10 inh: 42*; UPR XBP1 act: 1; Mdm2 MdmX PPI: -11; tim23-1 inh: 12

How did COc1ccc(S(=O)(=O)N2CC(O)CC2C(=O)OCC(=O)Nc2ccc(Cl)cn2)cc1 (stereo unspecified) do in these assays?
NLRP3 yeast inh: 6; tim10-1 inh: 7; UPR CHOP act: 1.9; APJ ag: 4; NR3A LBD binder: 0; TIM10 inh: 5; UPR XBP1 act: -2; Mdm2 MdmX PPI: 7; tim23-1 inh: 2

Results for COc1ccc(C(=O)OCC(=O)NCCN2C(=O)CSC2=O)cc1[N+](=O)[O-] ?
NLRP3 yeast inh: 2; tim10-1 inh: 3; UPR CHOP act: -1.0; APJ ag: -2; NR3A LBD binder: -2; TIM10 inh: 4; UPR XBP1 act: 0; Mdm2 MdmX PPI: -27; tim23-1 inh: 3

How did O=C(O)C1CC(=O)N(C2CCCCC2)C1c1ccccc1 (stereo unspecified) do in these assays?
NLRP3 yeast inh: 5; tim10-1 inh: 10; UPR CHOP act: -2.7; APJ ag: 2; NR3A LBD binder: 1; TIM10 inh: -6; UPR XBP1 act: 1; Mdm2 MdmX PPI: 1; tim23-1 inh: 11

How did O=C(CSc1ncccn1)N1CCN(C(c2ccccc2)c2ccccc2)CC1 do in these assays?
NLRP3 yeast inh: -10; tim10-1 inh: -7; UPR CHOP act: 0.4; APJ ag: -2; NR3A LBD binder: 1; TIM10 inh: -16; UPR XBP1 act: 0; Mdm2 MdmX PPI: 3; tim23-1 inh: -8

How did COc1cccc(C(c2c(NC(=O)c3ccco3)sc(C)c2C)N2CCOCC2)c1 (stereo unspecified) do in these assays?
NLRP3 yeast inh: 16; tim10-1 inh: -13; UPR CHOP act: 2.0; APJ ag: -1; NR3A LBD binder: 0; TIM10 inh: 5; UPR XBP1 act: -1; Mdm2 MdmX PPI: -7; tim23-1 inh: 44

Results for Nc1nc(Br)c2ccccc2c1-c1ccccc1 ?
NLRP3 yeast inh: 14; tim10-1 inh: 20; UPR CHOP act: 0.2; APJ ag: -3; NR3A LBD binder: -3; TIM10 inh: -6; UPR XBP1 act: 1; Mdm2 MdmX PPI: 17; tim23-1 inh: 14

How did Cc1cc(=O)c2cccc(Br)c2[nH]1 do in these assays?
NLRP3 yeast inh: 8; tim10-1 inh: 9; UPR CHOP act: -1.7; APJ ag: 1; NR3A LBD binder: 7; TIM10 inh: 0; UPR XBP1 act: 4; Mdm2 MdmX PPI: -5; tim23-1 inh: 24

Results for c1ccc(Oc2cccc(NC3=NCCC3)c2)cc1 ?
NLRP3 yeast inh: 3; tim10-1 inh: -10; UPR CHOP act: 0.5; APJ ag: -3; NR3A LBD binder: 1; TIM10 inh: -5; UPR XBP1 act: -1; Mdm2 MdmX PPI: 18; tim23-1 inh: 1

What do the screens show for `Cc1nnc(SCCn2c(N3CCC(C)CC3)nc3c2c(=O)[nH]c(=O)n3C)s1`?
NLRP3 yeast inh: -1; tim10-1 inh: 9; UPR CHOP act: 0.3; APJ ag: -6; NR3A LBD binder: 1; TIM10 inh: 7; UPR XBP1 act: 0; Mdm2 MdmX PPI: 18; tim23-1 inh: 20

How did CCc1ccc(NC(=O)C(=O)NCCN2CCN(S(C)(=O)=O)CC2)cc1 do in these assays?
NLRP3 yeast inh: 25; tim10-1 inh: -23; UPR CHOP act: -1.1; APJ ag: -2; NR3A LBD binder: -2; TIM10 inh: -7; UPR XBP1 act: -2; Mdm2 MdmX PPI: 16; tim23-1 inh: -15

What do the screens show for `CC1(C)O[C@@H]2[C@H](O1)[C@@H](COS(=O)(=O)O)O[C@H]2n1cc(Br)c(=O)[nH]c1=O`?
NLRP3 yeast inh: 11; tim10-1 inh: -11; UPR CHOP act: -2.3; APJ ag: -3; NR3A LBD binder: -3; TIM10 inh: -2; UPR XBP1 act: -1; Mdm2 MdmX PPI: 22; tim23-1 inh: 7

Results for CCOP(=O)(OCC)C(NC(=O)c1ccc(OC)cc1)c1ccccc1 (stereo unspecified) ?
NLRP3 yeast inh: 16; tim10-1 inh: 7; UPR CHOP act: 0.0; APJ ag: -3; NR3A LBD binder: 0; TIM10 inh: 1; UPR XBP1 act: -2; Mdm2 MdmX PPI: 1; tim23-1 inh: 4

This is a random part of the collection; any-hit rate near 8.2%.
